Source: PubChem
KCNQ2 inh: KCNQ2 channel blockers in CHO-K1 cells – cell-based, FluxOR thallium flux, B-score, primary screen (AID 2156); B-score at 10 µM; O88943; 1.1% of 310,000 active; 20 min; active compounds read low;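 active = fluorescence ratio B-score at most minus 3 library SDs, with starting brightness B-score within 2 library SDs, cut at about -5.5 in these data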
Target sequence (O88943 whole entry, looked up): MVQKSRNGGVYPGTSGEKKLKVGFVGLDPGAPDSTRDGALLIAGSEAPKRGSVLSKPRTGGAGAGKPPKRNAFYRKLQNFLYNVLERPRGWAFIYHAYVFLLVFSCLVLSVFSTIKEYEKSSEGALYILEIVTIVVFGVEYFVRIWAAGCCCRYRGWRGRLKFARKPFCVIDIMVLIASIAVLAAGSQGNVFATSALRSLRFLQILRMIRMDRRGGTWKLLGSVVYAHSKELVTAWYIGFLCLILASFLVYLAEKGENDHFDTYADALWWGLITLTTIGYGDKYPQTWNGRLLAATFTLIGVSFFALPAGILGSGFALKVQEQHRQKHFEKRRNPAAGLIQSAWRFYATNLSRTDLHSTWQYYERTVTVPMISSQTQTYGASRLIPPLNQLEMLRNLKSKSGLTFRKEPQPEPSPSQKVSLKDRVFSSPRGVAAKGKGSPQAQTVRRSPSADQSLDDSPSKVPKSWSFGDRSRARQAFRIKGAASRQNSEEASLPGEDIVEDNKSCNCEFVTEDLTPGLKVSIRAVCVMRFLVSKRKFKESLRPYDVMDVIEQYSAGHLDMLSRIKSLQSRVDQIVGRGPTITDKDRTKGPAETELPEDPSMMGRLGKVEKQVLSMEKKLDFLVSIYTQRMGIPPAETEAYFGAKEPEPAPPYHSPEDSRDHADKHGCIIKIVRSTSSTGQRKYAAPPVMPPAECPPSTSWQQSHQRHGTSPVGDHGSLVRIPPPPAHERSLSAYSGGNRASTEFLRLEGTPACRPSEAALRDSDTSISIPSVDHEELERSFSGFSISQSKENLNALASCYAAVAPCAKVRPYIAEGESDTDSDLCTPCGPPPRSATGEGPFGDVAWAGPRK
Kir21 block: Kir2.1 (mouse) channel inhibition; HEK293-Kir2.1, FluxOR thallium flux fluorescence; active compounds read low; P35561; B-score at 10 µM; 0.85% of 310,000 active;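 active = fluorescence ratio B-score at or below minus 3 SD of library scores, with starting-brightness B-score within 2 SD, cut at about -4.2 in these data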;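 note: channel flux triggered by added potassium and thallium sulfate stimulus; B-score of peak minus minimum fluorescence over baseline after thallium stimulus; more negative B-score means stronger Kir2.1 block with less thallium influx; some compounds called inactive have numbers as strong as hits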
The depositor's hits bear a star; i = inactive. This is a random part of the collection. About 1.9% of those tested had a hit in this group.

smiles	KCNQ2 inh	Kir21 block
CC(C)CCOc1ccc(C(=O)NCC(c2ccco2)N(C)C)cc1 (stereo unspecified)	i	-1.03
CN(c1ccc(C(=O)N2CCN(c3ccccc3F)CC2)cc1)S(=O)(=O)c1ccccc1	i	0.88
CCOC(=O)c1sc(NC(=O)CSc2nncs2)c(C(=O)OCC)c1C	i	2.72
Cc1ccc(OCC(=O)NNC(=O)Cc2ccc(S(=O)(=O)N3CCOCC3)s2)cc1	i	1.03
CC1(C)CC(=O)C2=C(C1)c1c(ccc3ccccc13)NC2c1ccc(Br)o1 (stereo unspecified)	i	-0.72
CC(=O)NC(Cc1cccc(F)c1)C(=O)NC1CCN(C(=O)Nc2ccccc2)CC1 (stereo unspecified)	i	-0.11
Cc1ccc(C2=N/C(=C\N(C)C)C(=O)O2)cc1	i	0.61
O=C(C1CCCO1)N1CCN(Cc2c(O)ccc3ccccc23)CC1 (stereo unspecified)	i	-0.97
Cc1cc(NC(=O)c2ccco2)ncc1NC(=O)Cc1ccccc1	i	1.74
COc1cccc(OC)c1C(=O)Nc1cccc(-n2cnnn2)c1	i	1.12
COc1ccc(N2CCN(C(=O)c3cccc(NC4=NC5CS(=O)(=O)CC5S4)c3)CC2)cc1 (stereo unspecified)	i	-0.2
N#Cc1c(NC(=O)CSc2ncn(-c3ccccc3)n2)sc2c1CCCC2	i	1.48
O=C(CCC(=O)OCC(=O)c1ccc(C(F)(F)F)cc1)OCC(=O)c1ccc(C(F)(F)F)cc1	i	0.7
CCCCOC(=O)Nc1nnc(CCOCC)s1	i	0.84
CCn1c(=O)c(NC(=O)c2ccccc2)c2n(c1=S)CCCCC2	i	-1.25
CC(C)=CCc1c(O)cc2c(=O)c3ccc(O)cc3oc2c1O	i	0.22
COc1ccc(/C(C)=N/OC/C(O)=C(\C#N)c2nc3ccccc3[nH]2)cc1	i	0.85
Cc1ccc(-c2nnc(NCCCO)c3ccccc23)cc1	i	0
COc1cccc(C(=O)COC(=O)C2CC(=O)N(c3ccc(Oc4ccccc4OC)cc3)C2)c1 (stereo unspecified)	i	-1.58
Cc1cc(C)n(-c2nc(C)nc(NCc3ccccc3)n2)n1	i	-1.55
Cn1nc(-c2ccccc2)cc1NC(=O)CCCC(=O)O	i	-2.54
Cc1cccn2cc(CNc3ccccc3)nc12	i	1.63
CCOc1ccccc1NC(=O)COC(=O)CN(C)S(=O)(=O)c1ccc(C)cc1	i	-1.29
CN1C(=O)CSc2ccc(NC(=O)NCCC3=CCCCC3)cc21	i	0.3
CC1=C(C(=O)Nc2ccccc2C(=O)NC2CCC(C)CC2)SCCO1 (stereo unspecified)	i	0.01

Structural class: the entries above containing a thiophene ring, fused or not.
smiles	KCNQ2 inh	Kir21 block
CCOC(=O)c1sc(NC(=O)CSc2nncs2)c(C(=O)OCC)c1C	i	2.72
Cc1ccc(OCC(=O)NNC(=O)Cc2ccc(S(=O)(=O)N3CCOCC3)s2)cc1	i	1.03
N#Cc1c(NC(=O)CSc2ncn(-c3ccccc3)n2)sc2c1CCCC2	i	1.48

Exported with the structure last: entries from further up
KCNQ2 inh | Kir21 block | SMILES
i | 1.12 | COc1cccc(OC)c1C(=O)Nc1cccc(-n2cnnn2)c1
i | -0.2 | COc1ccc(N2CCN(C(=O)c3cccc(NC4=NC5CS(=O)(=O)CC5S4)c3)CC2)cc1 (stereo unspecified)
i | 1.48 | N#Cc1c(NC(=O)CSc2ncn(-c3ccccc3)n2)sc2c1CCCC2

New compounds follow
smiles	KCNQ2 inh	Kir21 block
Cc1ccc(-n2c(-c3ccncc3)nnc2-c2cccs2)cc1	i	0.01
Cc1cccc(C(=O)Oc2ccc(/C=N/NC(=O)c3ccc(O)cc3)cc2)c1	i	1.9
O=C(NC1CCSc2ccccc21)c1ccc(F)c(S(=O)(=O)N2CCOCC2)c1 (stereo unspecified)	i	-0.04
COC(=O)c1ccccc1NC(=O)c1ccccc1N(C)S(C)(=O)=O	i	0.1
Cc1ccc(NC(=O)COc2ccccc2)c(NC(=O)c2ccccc2C)c1	i	-2.29
COc1cc(C)nc(N(Cc2ccccc2)S(=O)(=O)c2ccccc2)n1	i	0.15
CCn1cc(CN(C)S(=O)(=O)c2cccc([N+](=O)[O-])c2)cn1	i	0.67
CCOC(=O)c1ccc(-c2ccc3c(c2)CCC3)nc1C	i	-0.44
CCc1cc(=O)[nH]c(SCCc2ccccc2)n1	i	0.12
O=C(Nc1cccc(-c2cccc(Cl)c2)c1)C1CCN(Cc2ccccn2)CC1	i	-2.02
CSc1nnc(NC(=O)c2nc(S(=O)(=O)Cc3ccc(C)cc3)ncc2Cl)s1	i	1.23
Cc1ccc(NC(=O)COC(=O)CCc2c[nH]c(=O)[nH]2)cc1	i	-0.13
COc1ccc(C2CC(=O)C(C(c3ccc(O)cc3)C3C(=O)CC(c4ccc(OC)cc4)CC3=O)C(=O)C2)cc1 (stereo unspecified)	i	1.23
Nc1ncnc(Oc2ccccc2F)c1[N+](=O)[O-]	i	0.5
Cc1cc(OC(C)C(=O)NCc2ccncc2)c2c(C)cc(=O)oc2c1 (stereo unspecified)	i	-0.12
CC1(C)Oc2ccc(/C=C/C(=O)N3CCOCC3)c(O)c2C(N2CCOCC2)C1O (stereo unspecified)	i	-1.94
CC(=O)Nc1ccc(C(=O)CSc2nnc(Cn3nnc4ccccc43)n2C)cc1	i	-2.83
CC(C)c1ccc(NC(=O)C2C3C=CC4(O3)C2C(=O)N(CCCN2CCCCC2)C4C(=O)NC2CCCCC2)cc1 (stereo unspecified)	i	0.04
O=C(NCCN1CCOCC1)c1cccc(S(=O)(=O)N2CCCC2)c1	i	0.84
CC(=O)Nc1ccc(S(=O)(=O)N2CCN(c3cnn(C)c(=O)c3Cl)CC2)cc1	i	-0.03
O=C(Nc1nncs1)c1cc(S(=O)(=O)N2CCOCC2)ccc1Cl	i	2.09
O=C(N=C1SC2CS(=O)(=O)CC2N1CCc1ccccc1)C1CCCCC1 (stereo unspecified)	i	1.63
O=C(CSc1nnc2ccccn12)NCc1ccc2c(c1)OCO2	i	0.16
CN(C(=O)c1ccco1)c1nc(-c2ccccc2)cs1	i	1.43
O=C(CCNS(=O)(=O)c1ccccc1)Nc1ccccc1	i	0.15
COc1ccccc1NC(=O)CSc1nc2sc(C)c(C)c2c(=O)n1Cc1ccco1	i	-1.39
N/C(=N\NC(=O)c1ccc(Cl)cc1)c1cnccn1	i	0.52
CC(=O)Nc1ccc(NC(C)=O)c(NC2OCC(O)C(O)C2O)c1 (stereo unspecified)	i	0.45
Clc1ccc(-c2nc3ccccn3c2CN2CCOCC2)cc1	i	2.14
O=C(NCCc1ccccc1)C1CCN(S(=O)(=O)c2cccnc2)CC1	i	0
CCC(C)c1ccc(NC(=O)C2CCCN(c3ncccn3)C2)cc1 (stereo unspecified)	i	2.41
S=C(NCc1ccccc1)NCc1ccccc1	i	1.02
COc1cc(-c2nnc(CSc3nnc(Nc4ccc(C(C)C)cc4)s3)o2)cc(OC)c1OC	i	0.86
CCOc1ncccc1C(=O)OCC(=O)c1c(N)n(C)c(=O)n(C)c1=O	i	1.83
COCCNC(=O)CN(C(=O)CCC(=O)Nc1ccccn1)c1ccccc1OC	i	-0.24
CSc1ccc2nnc(-c3cccc(F)c3)n2n1	i	0.41
COc1cccc(-n2c(O)c(C=NCc3ccccn3)c3ccccc3c2=O)c1	i	0.69
CC1CN(/C=C/C=O)C(C)CC1OC(=O)c1ccccc1 (stereo unspecified)	i	0.01
Cn1c(=O)c(=O)n(C)c2cc(N3CCOCC3)c(NS(=O)(=O)c3ccc(Br)cc3)cc21	i	2.34
COc1cccc(CNC(=O)C2CCC(=O)N(C3CC3)C2)c1OC (stereo unspecified)	i	-1.8
O=C(CCc1nnc(-c2ccsc2)o1)NCc1ccccc1OC(F)(F)F	-6.34*	-0.95
CC1CCCC(C)N1C(=O)CSc1nc2ccccc2c(=O)[nH]1 (stereo unspecified)	i	-0.44
O=C(N/N=C/c1ccc(-c2ccc(S(=O)(=O)Nc3ncccn3)cc2)o1)c1cc2ccccc2cc1O	i	0.39
O=C(Cc1ccc(Cl)c(Cl)c1)Nc1cccc(S(=O)(=O)N2CCOCC2)c1	i	-1.9
Cc1ccc(C(=O)NC(NCc2ccco2)C(Cl)(Cl)Cl)cc1 (stereo unspecified)	i	-1.47
Cc1cnn(C(=O)c2cc(-c3ccccc3)nc3ccccc23)c1	i	0
N#C/C(=C\c1cc(Br)ccc1F)C(=O)NC1CC1	-6.1*	0.01
COCCn1c(C(C)C)nc2ccccc21	i	0.04
Cc1ccc2cccnc2c1NC(=S)NC(=O)c1ccccc1	i	-0.93
CC(C)C(=O)Nc1ccc2nn(-c3ccccc3)nc2c1	i	-0.5

Going on with the list.
smiles	KCNQ2 inh	Kir21 block
N#CCSc1nc2c(sc(=S)n2Cc2ccco2)c(=O)n1-c1ccc(F)cc1	i	1.95
CCN1CCc2c(sc(NC(=S)NC(=O)c3ccc(Cl)cc3)c2C(N)=O)C1	i	1.17
CC(c1ccccc1)C1CC(=O)N(c2ccc(C(=O)O)cc2)C1=O (stereo unspecified)	i	0.01
O=C(COC(=O)CCc1c[nH]c2ccccc12)NC1CCS(=O)(=O)C1 (stereo unspecified)	i	-0.74
OCCNCCCCOc1ccccc1F	i	-1.48
Cc1cccc(CC(=O)Nc2c3c(nn2-c2cccc(Cl)c2)CS(=O)C3)c1 (stereo unspecified)	i	1.95
COc1cc(OC)c(C(=S)N2CCCC2)cc1OC	i	0.21
COC(=O)c1ccc(COc2ccc(/C=N/Nc3cccc(C(=O)O)c3)cc2)cc1	i	0.15
Nc1c2c(nc3ccc(Br)cc13)N(Cc1ccccc1)CC2	i	-0.64
O=c1[nH]c(N2CCN(c3ccccc3)CC2)nc2c1CCCC2	i	-1.51
O=C(CSc1nnc(NC(=O)C2CC2)s1)Nc1cccc(F)c1	i	-0.88
COc1ccccc1N1CCN(C(=O)c2ccc(Cl)c(S(=O)(=O)NCc3ccco3)c2)CC1	i	-0.68
C=CCn1c(O)c(N=NC(=O)CNC(=O)c2ccncc2)c2ccccc21	i	3.11
COc1c2ccoc2c(OC[C@@H](O)C(C)(C)OC)c2oc(=O)ccc12	i	-0.27
Cn1c(C(=O)N2CCCC(C(=O)NCCCSC3CCCCC3)C2)cc2sccc21 (stereo unspecified)	i	0.32
CCCn1c(=O)c2[nH]c(C3CCCC3)nc2n(CCC)c1=O	i	1.99
COC(=O)C1CCN(S(C)(=O)=O)CC1	i	-0.21
CC(C)Nc1ccc(C(CC(N)=O)NC(=O)Cc2ccc(Br)cc2)cc1[N+](=O)[O-] (stereo unspecified)	i	1.77
O=C(O)CSc1nnc(-c2ccc3c(c2)OCO3)o1	i	-0.13
N#Cc1ccccc1S(=O)(=O)N1CCN(C(=O)c2ccc(-n3cncn3)c([N+](=O)[O-])c2)CC1	i	0.34
COc1ccc(S(=O)(=O)N2N=C(c3ccc(NS(C)(=O)=O)cc3)CC2c2ccco2)cc1 (stereo unspecified)	i	1.22
Cc1cnn(C(=O)c2cc(-c3ccccn3)nc3ccc(Cl)cc23)c1	i	-0.68
COc1nc(NCCO)nc(Nc2ccc([N+](=O)[O-])cc2)n1	i	-0.7
CN(CCOc1ccccc1)C(=O)C1CCC(=O)N(CCCN2CCCC2=O)C1 (stereo unspecified)	i	-0.07
CCC(=O)Nc1ccc(NC(=O)c2ccco2)cc1	i	0.71
Cc1ccc(C)c(-n2nnnc2SCC(=O)c2c(N)n(C)c(=O)n(C)c2=O)c1	i	-0.83
CCC(C)[C@H](NC(=O)Nc1ccccc1F)C(=O)O (stereo partly specified)	i	-0.53
CCOC(=O)c1cc2occc2n1Cc1ccc(F)cc1	i	0.62
CCC(C)Sc1nnc(NS(=O)(=O)Cc2ccccc2)s1 (stereo unspecified)	i	-1.24
CN1C(=O)c2cccc3c(S(=O)(=O)N(C)C)ccc1c23	i	0.76
O=C(Nc1ccc(N2CCOCC2)nc1N1CCOCC1)c1cccc(C(F)(F)F)c1	i	0.06
Cc1ccc(S(=O)(=O)N(CC(=O)NN=C2CCN(C)CC2)c2ccc(C(C)C)cc2)cc1	i	0.36
Cc1cccc(NC(=O)CSCc2nc3c(nnn3Cc3ccc(F)cc3)c(=O)[nH]2)c1C	i	1.43
CCN(CC(=O)NCc1cccs1)C(=O)/C=C/c1ccc(OC)cc1OC	i	-0.52
COc1ccc(NC(=O)NCCCN2CCCC2=O)cc1	i	0.64
C=CCc1cccc(CNc2c(C)n(C)n(-c3ccccc3)c2=O)c1O	i	-0.38
Cc1ccc(S(=O)(=O)n2nc(OC(=O)C(C)(C)C)cc2N)cc1	i	-0.01
O=C(O)c1nn(-c2ccc(Cl)cc2)ccc1=O	i	0
NC(=O)c1ccccc1NC(=O)Nc1cccc(Cl)c1	i	-0.23
Cc1ccc(/C=N/NC(=O)C(NC(=O)c2ccccc2)c2n[nH]c(=O)c3ccccc23)cc1 (stereo unspecified)	i	1.03
COc1cc2nc(N(CCCN(C)C)C(=O)c3ccc(C(=O)c4ccccc4)cc3)sc2cc1OC	i	-0.97
CCOc1c(O)ccc(C2NC(=O)NC(C)=C2C(=O)OC)c1[N+](=O)[O-] (stereo unspecified)	i	0.06
O=C(Nc1nnc(C2CCCCC2)s1)c1ccco1	i	2.53
CCCCN1C(=O)c2ccc(C(=O)Nc3ccc(S(=O)(=O)N(C)C)cc3)cc2C1=O	i	1.26
